Screens as filed in PubChem BioAssay.
IMP-1 inh: inhibitors of Pseudomonas aeruginosa IMP-1 metallo-beta-lactamase. inhibition, % at 5.6 µM. purified IMP-1, nitrocefin hydrolysis, epi-absorbance fluorescence. 290,000 tested, 0.45% active;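 active means inhibition above the mean plus 3 SD of all compounds in the same screening run, cut at about 4.5% in these data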;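 further: 0% = IMP-1 with DMSO and 100% = DMSO wells lacking enzyme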
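System: purified IMP-1; amount: IMP-1 0.2 nM before substrate addition; compound: single dose, 5.6 µM; times: 25 °C, 15 min preincubation, 25 min reaction; signal: Epi-absorbance via hydrolysed-nitrocefin quenching of white-plate fluorescence, 480/530 nm, EDTA stop; benchmarks: DMSO with and without IMP-1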
MEKK2 WT-MEK5: raises or lowers MEK5 binding to wildtype human MEKK2 PB1 domain; binding response (% of control), % at 10 µM; 290,000 tested, 1.1% active; bead flow cytometry, Alexa488-MEK5 binding to MEKK2 WT; actives lie on both sides; Q9Y2U5; in the data active means binding response below about 67% or above about 130%; inconclusive means no clear call, values can overlap the other calls; inactive means in between
MEKK2mut PB1 HTS: signal of MEK5 binding to mutant human MEKK2 PB1 domain | bead flow cytometry, Alexa488-MEK5 binding to MEKK2 mutant | percent response, % at 10 µM | 290,000 tested, 0.35% active | AID 1530; in the data active means percent response above about 24%, passing the limit was not always enough; further: inactives centre near 1; some results filed as inactive read as strong as hits
M18AAP inhibitor: blocks P. falciparum M18 aspartyl aminopeptidase | recombinant PfM18AAP, H-Glu-NHMec fluorogenic cleavage | inhibition, % at 7.35 µM | 290,000 tested, 1.2% active;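 active means inhibition above the campaign mean inhibition over all tested compounds plus 3 SD, cut at about 28% in these data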;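 further: 0% = plate median of test compound wells and 100% = 2 mM ZnCl2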
DNA FID counter: displaces DNA intercalator in HCV helicase counter-screen. DNA fluorescent intercalator displacement, fluorescence. inhibition, % at 7.9 µM. 290,000 tested, 0.17% active. AID 1845; in the data active means inhibition above about 37%;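 further: 0% = vehicle and 100% = reference compound; higher means more ethidium bromide displaced from hairpin DNA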
UBC9 SUMO inh: SUMOylation inhibition. P63279. HTRF SUMOylation assay, SAE1/SAE2 + UBC9, in vitro. inhibition, % at 35 µM. 290,000 tested, 0.36% active. AID 2006; in the data active means inhibition above about 50%, passing the limit was not always enough; inconclusive means no clear call, values can overlap the other calls; further: strong numbers were not always called active
Target sequence (P63279 whole entry, looked up): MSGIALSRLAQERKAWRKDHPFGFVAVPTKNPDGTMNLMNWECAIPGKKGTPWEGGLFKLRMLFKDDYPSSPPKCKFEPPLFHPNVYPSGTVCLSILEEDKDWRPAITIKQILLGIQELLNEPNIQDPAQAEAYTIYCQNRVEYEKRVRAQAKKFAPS
HCV NS3 hel inh: inhibitors of Hepatitis C virus NS3 helicase; NS3 helicase DNA unwinding, Cy5 molecular beacon fluorescence; AID 1800; 290,000 tested, 0.56% active; inhibition, % at 10.9 µM;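 active means inhibition above the mean of all tested compounds plus 3 SD, set per campaign, cut at about 35% in these data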;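 further: 0% = DMSO wells and 100% = thioflavine S control wells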
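test system = hepatitis C virus NS3 helicase domain fragment enzyme | reagent = annealed dual-labelled DNA beacon duplex, ATP-started | times = 1 h at 25 °C | detection = Cy5 fluorescence, 0 and 60 min reads | read-out basis = percent inhibition from t60/t0 fluorescence ratio | control set = DMSO and thioflavine S | replication = one well per compound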
VIM-2 inh: inhibitors of Pseudomonas aeruginosa VIM-2 metallo-beta-lactamase; purified VIM-2, nitrocefin hydrolysis, epi-absorbance fluorescence; AID 1527; 290,000 tested, 0.89% active; inhibition, % at 5.6 µM;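 active means inhibition above the mean of all tested compounds plus 3 SD, cutoff set per screening run, cut at about 7.5% in these data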;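 further: red hydrolysis product quenches plate fluorescence so inhibitors raise well fluorescence; 0% = enzyme with DMSO and 100% = DMSO without enzyme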
NALP1 inh: NALP1 inhibition. S. cerevisiae NALP1/ASC/caspase-1 growth, X-gal OD620, 72 h. inhibition, % at 10 µM. 280,000 tested, 0.61% active; in the data active means inhibition mostly above about 24%, no sharp cut-off; inactive means mostly below about 32%; further: some compounds called inactive have numbers as strong as hits
* hit, by the source's call; ? = inconclusive; · = no result given.

molecule | MEKK2 WT-MEK5 | M18AAP inhibitor | NALP1 inh | MEKK2mut PB1 HTS | IMP-1 inh | UBC9 SUMO inh | DNA FID counter | VIM-2 inh | HCV NS3 hel inh
Cc1ccc(O)c(-n2nc3ccccc3n2)c1 | 87 | 2 | 0 | -10 | -1.6 | 7 | 7 | -4.0 | -8
COCCCNC(=O)c1ccc(CS(=O)(=O)Cc2cccc(C)c2)o1 | · | -1 | 2 | · | -3.1 | 6 | -15 | -3.2 | 2
CCOC(=O)N1CCN(C(=O)COc2ccc3c(c2)C(=O)CC(C)(C)O3)CC1 | 98 | 0 | -2 | -3 | -2.9 | 42 | -24 | -1.8 | -6
O=C(COc1cccc2c1CCN(Cc1ccc(Br)cc1)C2=O)N1CCOCC1 | 70 | 0 | -4 | -19 | 1.5 | -2 | -44 | 0.8 | 7
N#CC1=C(N)NC(SCc2ccc(Cl)cc2)=C(C#N)C12CCCCC2 | 102 | -9 | · | 3 | -3.4 | 23 | 5 | -1.4 | -9
O=C(/C=C/c1ccc(OCc2c(F)cccc2Cl)cc1)N1CCOCC1 | 74 | -1 | 17 | -27 | -1.8 | -10 | -31 | 0.9 | -9
COc1ncnc(OC)c1NC(=O)c1ccc(F)cc1 | 108 | 4 | 9 | 11 | -5.4 | -4 | 3 | -2.9 | -1
CCOC(=O)c1ccc2c(c1)N(CC#N)C(=O)C(C)(C)O2 | 99 | 3 | -4 | 1 | -2.9 | 16 | -7 | -3.8 | 4
Cn1c(=O)c2cc(S(=O)(=O)N3CCN(c4cccc(C(F)(F)F)c4)CC3)ccc2n(C)c1=O | · | 7 | -5 | · | 0.6 | -9 | -4 | 2.2 | 13
COc1ccccc1NC(=O)N(c1c(N)n(Cc2ccccc2)c(=O)[nH]c1=O)C1CCCC1 | 106 | -7 | -6 | 1 | -2.5 | -4 | -10 | -0.6 | 4
CCOC(=O)c1ccccc1NC(=O)c1ccccc1SC | 97 | 5 | -2 | 7 | -2.4 | 14 | -12 | -3.4 | 3
COc1ccc(NC(=S)N(CCN(C)C)C(C)c2ccncc2)cc1Cl (stereo not drawn) | 81 | 6 | · | -5 | -0.9 | 0 | 1 | -0.9 | -2
COc1ccccc1CN1CCCC(N2CCN(c3ccccc3OC)CC2)C1 (stereo not drawn) | 101 | 5 | 12 | 4 | -5.7 | 15 | 0 | -1.7 | 8
O=C(CSc1nnc(COc2ccc(Br)cc2)o1)N1CCOCC1 | 98 | -6 | -6 | -9 | -2.6 | 19 | -17 | -4.0 | -3
Cc1cc(C)c(C)c(S(=O)(=O)Nc2ccccc2C(=O)O)c1C | 82 | -8 | -4 | -4 | 0.8 | 12 | -34 | 0.0 | 5
C=CCN1C(=O)C(Cc2ccc(OCC)cc2)S/C1=N\N=C\c1cccs1 (stereo not drawn) | 106 | 0 | 2 | 4 | 0.1 | -7 | -8 | -0.6 | -4
CC1CCCN(C(=O)COC(=O)c2n[nH]c3ccccc23)C1 (stereo not drawn) | 103 | -1 | 0 | 5 | -3.9 | 8 | -12 | -1.9 | 3
CC1CCCN(c2nc3ccsc3c(=O)s2)C1 (stereo not drawn) | 96 | -6 | -13 | -5 | -2.5 | -10 | -5 | -2.0 | 5
OCCC1CN(Cc2cccn2-c2ccccn2)CCN1Cc1ccccc1 (stereo not drawn) | 101 | -6 | -12 | 6 | -2.4 | 9 | 3 | -2.1 | 8
O=C(c1ccoc1)N1CCC2(CC1)Oc1ccc(Cl)cc1C(=O)C21CC(c2ccc(Cl)cc2)=NO1 (stereo not drawn) | 102 | · | 2 | 6 | · | -10 | · | · | ·
O=C(Nc1ccc(N2CCN(c3ccccc3)CC2)c(F)c1)C1CC1 | 105 | 5 | -10 | 2 | -2.8 | 19 | -2 | -3.0 | 3
COc1ccccc1N1CCN(c2ccnc3cc(Cl)ccc23)CC1 | 96 | 1 | 16 | -3 | -2.4 | 13 | -20 | -1.6 | -29
Cc1c(NC(=O)C(C)OC(=O)c2cc(Cl)nc(Cl)c2)c(=O)n(-c2ccccc2)n1C (stereo not drawn) | 97 | 7 | 7 | -1 | -2.1 | 0 | -3 | -1.2 | -2
Cc1csc(NC(=O)c2nc3nccc(C)n3n2)n1 | ? | 3 | 0 | -42 | -6.2 | -8 | 1 | -3.6 | -2
CC1CN(S(=O)(=O)c2ccc(C(=O)NCCCn3ccnc3)cc2)CC(C)O1 (stereo not drawn) | 102 | -4 | 5 | 0 | -0.8 | -12 | 0 | -3.3 | -16
CCOC(=O)c1c(C)n(C)c2cc(-c3ccc(F)cc3)c(O)cc12 | 96 | 3 | 27 | 3 | -1.3 | 13 | -14 | -0.5 | 5
COc1cc(OC)cc(C(=O)Nc2ccc(S(=O)(=O)N(C)C)cc2)c1 | 102 | 5 | -8 | 6 | -3.8 | 7 | -8 | 0.9 | 2
Cc1ccc(F)c(NC(=O)c2c(-c3ccccc3)noc2C)c1 | 105 | 3 | 10 | 6 | -0.9 | -2 | -25 | -2.3 | 17
O=C(NCc1cccc(C(F)(F)F)c1)c1ccc(=O)[nH]c1 | 96 | 3 | 5 | -3 | -2.2 | 0 | -5 | -0.4 | -5
Clc1cccc(CON/C=N/c2ncnc3sccc23)c1 | 104 | 10 | 2 | 4 | 0.2 | -26 | -12 | -1.1 | -2
Cc1cc(C(F)F)n2ncc(C(=O)N3CCCCC3)c2n1 | 96 | 5 | -1 | 2 | -5.5 | 9 | -4 | -2.1 | -1
Cc1ccc2oc(=O)n(CCCOc3ccccc3C)c2c1 | 98 | 8 | -3 | 0 | -4.2 | 8 | -21 | -2.6 | 0
FCCCOc1ccc(CN2CCN(c3ccccc3F)CC2)cc1 | 112 | 1 | 11 | 9 | -3.6 | 22 | 1 | -3.6 | -7
COc1ccc(NC(=O)CN(C)S(=O)(=O)c2ccc3c(c2)CC(C)N3C(C)=O)c(OC)c1 (stereo not drawn) | 93 | -2 | 12 | -3 | -2.5 | 4 | -46 | -3.6 | -1
Cc1ccc(NC(=O)CCn2cnc3ccccc3c2=O)cc1 | 106 | 1 | 3 | 0 | -4.0 | 12 | -12 | 1.7 | -2
CC(C)(C)n1nnnc1C(c1cccnc1)N(Cc1ccccc1)Cc1ccco1 (stereo not drawn) | · | -2 | 5 | · | -1.3 | 8 | -4 | -2.1 | -5
CCOC(=O)c1[nH]c2ccc(OC)cc2c1NC(=O)CCN1CCSCC1 | 99 | -2 | 31 | -4 | -2.2 | 22 | -4 | -2.7 | 0
Cc1cccc(C)c1OCC(=O)Nc1ccccc1C(F)(F)F | 98 | -3 | -6 | 0 | -1.7 | -3 | -3 | -2.2 | 4
O=C(/C=C/c1ccc(Cl)cc1)NCc1ccncc1 | 90 | -6 | 22 | -4 | 0.4 | 4 | 0 | 2.0 | 20
O=C(Nc1ccn(Cc2c(F)c(F)c(F)c(F)c2F)n1)c1ccc(COc2ccccc2Cl)cc1 | 98 | -15 | -7 | -5 | -5.5 | 16 | -1 | -1.8 | -2

Compounds from the list above that contain a furan ring, fused or not, in the order listed:
molecule | MEKK2 WT-MEK5 | M18AAP inhibitor | NALP1 inh | MEKK2mut PB1 HTS | IMP-1 inh | UBC9 SUMO inh | DNA FID counter | VIM-2 inh | HCV NS3 hel inh
COCCCNC(=O)c1ccc(CS(=O)(=O)Cc2cccc(C)c2)o1 | · | -1 | 2 | · | -3.1 | 6 | -15 | -3.2 | 2
O=C(c1ccoc1)N1CCC2(CC1)Oc1ccc(Cl)cc1C(=O)C21CC(c2ccc(Cl)cc2)=NO1 (stereo not drawn) | 102 | · | 2 | 6 | · | -10 | · | · | ·
CC(C)(C)n1nnnc1C(c1cccnc1)N(Cc1ccccc1)Cc1ccco1 (stereo not drawn) | · | -2 | 5 | · | -1.3 | 8 | -4 | -2.1 | -5

An excerpt of these results, field by field.
O=C(NCc1cccc(C(F)(F)F)c1)c1ccc(=O)[nH]c1
  MEKK2 WT-MEK5: 96
  M18AAP inhibitor: 3
  NALP1 inh: 5
  MEKK2mut PB1 HTS: -3
  IMP-1 inh: -2.2
  UBC9 SUMO inh: 0
  DNA FID counter: -5
  VIM-2 inh: -0.4
  HCV NS3 hel inh: -5

COc1ccc(NC(=O)CN(C)S(=O)(=O)c2ccc3c(c2)CC(C)N3C(C)=O)c(OC)c1 (stereo not drawn)
  MEKK2 WT-MEK5: 93
  M18AAP inhibitor: -2
  NALP1 inh: 12
  MEKK2mut PB1 HTS: -3
  IMP-1 inh: -2.5
  UBC9 SUMO inh: 4
  DNA FID counter: -46
  VIM-2 inh: -3.6
  HCV NS3 hel inh: -1

Later entries:
molecule | MEKK2 WT-MEK5 | M18AAP inhibitor | NALP1 inh | MEKK2mut PB1 HTS | IMP-1 inh | UBC9 SUMO inh | DNA FID counter | VIM-2 inh | HCV NS3 hel inh
CCC(C)NC(=O)C1CCN(C(=O)c2ccccc2)CC1 (stereo not drawn) | · | 1 | 16 | · | -3.0 | 13 | 3 | -2.4 | 3
Cc1ccc(S(=O)(=O)N2CCC(C(=O)NCc3cccnc3)CC2)cc1 | 106 | 1 | 10 | 8 | -2.5 | 17 | -7 | -2.4 | 11
CC(C)NC(=O)NC(=O)COC(=O)c1ccc(NC(=O)CC#N)cc1 | 92 | -18 | 24 | -1 | -0.3 | 7 | -3 | 0.2 | -7
O=C(CCSCc1ccccc1F)N1CCN(c2ccccn2)CC1 | 97 | -1 | 7 | -1 | -3.4 | -3 | -20 | -1.9 | 0
CCOC(=O)c1cc(C)nc(Sc2ccc(C)cc2)c1C#N | 87 | -6 | 7 | -17 | -1.9 | 8 | -4 | -0.6 | -5
O=C(O)CCC(=O)Nc1cccc2cccnc12 | 99 | -1 | -5 | -1 | -4.8 | 19 | 11 | -0.3 | 4
Cc1noc(C(F)(F)F)c1C(=O)NNC(=O)c1cccc(C(F)(F)F)c1 | 95 | -7 | · | -3 | 0.2 | 16 | -5 | -3.4 | -3
O=C(NCc1ccc2c(c1)OCO2)c1ccc(NS(=O)(=O)c2ccc3c(c2)OCCO3)cc1 | 88 | -1 | 0 | -7 | -3.4 | 6 | -9 | -3.4 | 6

No enrichment for hits. About 4.7% of those tested had a hit in this group.
